# USP1-UAF1 inh: Inhibitors of USP1/UAF1: Primary Screen | recombinant USP1/UAF1, Ub-Rhodamine cleavage fluorescence | hit rate 0.23% among 390,000 | Potency, µM (highest dose often 57.1 µM), without a hit: at the top dose activity change, negative = inhibition, most hits filed as inhibitors | Ubiquitin carboxyl-terminal hydrolase 1 (Homo sapiens), O94782; further: potency means the concentration at half of the fitted maximal effect; on the % scale 0 is the no-effect control and ±100 the full control effect; nearly all actives have a fitted effect of over 60% in size; inactives centre near -12
#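 USP1/UAF1 complex at 1 nM was preincubated with compound for 15 min at room temperature, then Ub-Rho substrate (150nM final) was added. Fluorescence (480/540 nm) was read kinetically, 6 reads every 60 seconds.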
# TrxR1 substrate: qHTS Assay for Substrates of Mammalian Selenoprotein Thioredoxin Reductase 1 (TrxR1): qHTS; Thioredoxin reductase 1, cytoplasmic (Rattus norvegicus), O89049; purified TrxR1 substrate turnover, NADPH consumption readout; Potency, µM (highest dose often 114 µM), without a hit: top-dose activity change, negative = substrate turnover; hit rate 0.01% among 390,000; AID 588456, 2011; further: potency means the concentration at half of the fitted maximal effect; on the % scale 0 is the no-effect control and ±100 the full control effect; nearly all actives have a fitted effect of over 50% in size
# Target sequence (O89049 whole entry, looked up): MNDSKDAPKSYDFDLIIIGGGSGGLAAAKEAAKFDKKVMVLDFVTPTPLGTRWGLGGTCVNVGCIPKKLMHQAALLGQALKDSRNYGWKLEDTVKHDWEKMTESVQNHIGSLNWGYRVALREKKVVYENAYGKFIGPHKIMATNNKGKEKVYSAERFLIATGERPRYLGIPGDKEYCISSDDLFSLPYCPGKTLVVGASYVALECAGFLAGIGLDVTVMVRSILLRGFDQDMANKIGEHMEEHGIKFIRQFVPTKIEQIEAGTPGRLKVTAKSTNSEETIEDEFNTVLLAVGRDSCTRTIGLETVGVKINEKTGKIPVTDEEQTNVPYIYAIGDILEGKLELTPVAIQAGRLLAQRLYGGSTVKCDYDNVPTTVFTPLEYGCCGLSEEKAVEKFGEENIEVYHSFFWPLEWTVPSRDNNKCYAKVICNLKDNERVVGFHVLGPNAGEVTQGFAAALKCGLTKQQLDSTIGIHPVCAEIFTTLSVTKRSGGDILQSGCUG
#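 Rat TrxR1, dispensed at 90 nM, was prereduced with 400 uM NADPH (final) for 5 min at ~22 deg C, then incubated with compound 15 min before 400 uM selenite. A first-read NADPH fluorescence drop versus no-compound background flagged substrates.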
# mIDH1 inhibitor: qHTS for Inhibitors of mutant isocitrate dehydrogenase 1 (IDH1): qHTS; IDH1-R132H enzyme, NADPH consumption, diaphorase/resazurin fluorescence; hit rate 0.093% among 390,000; Isocitrate dehydrogenase [NADP] cytoplasmic (Homo sapiens), O75874; Potency, µM (titrated, usually from 76.6 µM), inactives show top-dose activity change, negative = inhibition, usual class: inhibitors; further: potency means the concentration at half of the fitted maximal effect; on the % scale 0 is the no-effect control and ±100 the full control effect; nearly all actives have a fitted effect of over 65% in size
# Target sequence (O75874 whole entry R132H, stated change not applied): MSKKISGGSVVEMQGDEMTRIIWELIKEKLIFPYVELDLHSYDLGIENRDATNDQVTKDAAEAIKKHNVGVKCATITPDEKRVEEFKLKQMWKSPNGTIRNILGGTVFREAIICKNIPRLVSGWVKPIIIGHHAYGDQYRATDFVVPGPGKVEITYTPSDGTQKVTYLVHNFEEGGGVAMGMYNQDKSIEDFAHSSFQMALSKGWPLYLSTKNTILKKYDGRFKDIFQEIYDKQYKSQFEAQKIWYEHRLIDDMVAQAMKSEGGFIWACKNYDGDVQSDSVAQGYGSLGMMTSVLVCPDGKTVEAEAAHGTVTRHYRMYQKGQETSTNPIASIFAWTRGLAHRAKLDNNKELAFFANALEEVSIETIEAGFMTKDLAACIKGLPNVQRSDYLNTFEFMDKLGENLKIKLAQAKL
#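 IDH1-R132H (0.5 ug/mL dispensed) in pH 7.5 Tris buffer was preincubated 30 min with compound, then given a substrate mix of 0.016 mM NADPH and 2 mM alpha-KG for 80 min at room temperature; remaining NADPH was read by diaphorase/resazurin fluorescence.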
# HP1b chromo inh: HTS for Inhibitors of HP1-beta Chromodomain Interactions with Methylated Histone Tails. AID 540317, 2011. hit rate 0.56% among 390,000. AlphaScreen HP1-beta / biotin-H3K9me3 peptide binding. Potency, µM (series often up to 114 µM), for inactives: top-dose activity change, negative = inhibition, actives largely listed as inhibitors; further: potency means the concentration at half of the fitted maximal effect; nearly all actives have a fitted effect of over 70% in size; inactives centre near 23
# Target sequence (P83916 whole entry, looked up): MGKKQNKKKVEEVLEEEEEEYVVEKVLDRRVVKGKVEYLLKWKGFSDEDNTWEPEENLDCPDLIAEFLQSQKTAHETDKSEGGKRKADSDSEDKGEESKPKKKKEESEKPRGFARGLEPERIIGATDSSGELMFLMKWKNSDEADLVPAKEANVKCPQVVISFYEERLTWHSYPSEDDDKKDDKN
#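 Compound inhibition of the preformed complex between 50 nM HP1-beta and 50 nM biotinylated H3K9me3 peptide was read by AlphaScreen. Buffer was PBS pH 7.4 with 0.01% Tween-20. Incubations ran 30 min at room temperature, with 10 ug/mL donor/acceptor beads.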
# TrxR1 inh: qHTS Assay for Inhibitors of Mammalian Selenoprotein Thioredoxin Reductase 1 (TrxR1): qHTS; recombinant rTrxR1, NADPH fluorescence consumption, selenite substrate; AID 588453, 2011; Thioredoxin reductase 1, cytoplasmic (Rattus norvegicus), O89049; hit rate 1% among 390,000; Potency, µM (series often up to 114 µM), without a hit: at the top dose activity change, negative = inhibition, hits mostly inhibitors; further: potency means the concentration at half of the fitted maximal effect; on the % scale 0 is the no-effect control and ±100 the full control effect; nearly all actives have a fitted effect of over 65% in size
#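 Rat TrxR1 (90 nM in the dispensed reagent) was pre-reduced with 400 uM NADPH for 5 min at room temperature, then incubated with compound for 15 min. After 400 uM selenite was added, NADPH fluorescence (Ex 340/Em 450 nm) was followed for 8 min.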
# GLS inhibitor: qHTS for Inhibitors of Glutaminase (GLS); Glutaminase kidney isoform, mitochondrial (Homo sapiens), O94925; GLS enzymatic activity, qHTS titration; Potency, µM (doses to about 45.5 µM), without a hit: at the highest dose activity change, negative = inhibition, most hits filed as inhibitors; hit rate 0.21% among 410,000; AID 624170, 2012; further: potency means the concentration at half of the fitted maximal effect; on the % scale 0 is the no-effect control and ±100 the full control effect
#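 Glutamate formation by hKGA was monitored fluorometrically using coupled glutamate oxidase, HRP and Amplex Red. Substrate was added as 1 mM L-glutamine solution; incubation was 30 min at RT after an initial read.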
# Tb PGK inh: qHTS Assay to Find Inhibitors of Phosphoglycerate Kinase; Phosphoglycerate kinase, glycosomal (Trypanosoma brucei brucei), P07378; PGK/GAPDH coupled, Kinase-Glo luminescence, 60 min; Potency, µM (titrated, usually from 57.5 µM), for the others: at the highest dose activity change, negative = inhibition, actives largely listed as inhibitors; hit rate 0.043% among 380,000; AID 602233, 2012; further: potency means the concentration at half of the fitted maximal effect; on the % scale 0 is the no-effect control and ±100 the full control effect; nearly all actives have a fitted effect of over 60% in size
#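 Luminescent ATP detection (Kinase-Glo Plus) follows a 60-minute room-temperature incubation, with wells lacking PGK as controls. Buffer: 100 mM TEA (pH 7.6), 5 mM MgCl2, 0.01% Tween-20. Coupling enzyme GAPDH (100 nM final) supplies unstable 1,3-BPG in-well.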
# Pin1 inh: qHTS Assay to Find Inhibitors of Pin1. hit rate 0.009% among 390,000. Pin1 FP peptide displacement, HiFluor488, 10 min. Potency, µM (highest dose often 115 µM), for the others: top-dose activity, negative = inhibition, actives largely listed as inhibitors. AID 504891, 2011; active means well fitted inhibition curve with a large enough effect in the polarisation, with a control signal flat, not every such curve was filed as active; inconclusive means small, poorly fitted or top-dose-only effect, or effect the other way, or a change in a side signal; inactive means no such curve, though single readings can be large or run the other way; the % refers to the polarisation; further: potency means the concentration at half of the fitted maximal effect; on the % scale 0 is the no-effect control and ±100 the full control effect
# PI4K2A block: qHTS for small molecular inhibitors of PI4K2A. Phosphatidylinositol 4-kinase type 2-alpha (Homo sapiens), Q9BTU6. purified PI4K2A, ADP-Glo luminescence, 1 h; hits give low values. activity change, negative = inhibition, % at 76.9 µM. hit rate 0.13% among 420,000. AID 1346378, 2018; in the data active means activity change below about -50%; inconclusive means mostly about -30% to -49%;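 further: -100% = wells without enzyme as full effect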
#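 ADP-Glo luminescence measured ADP generated by PI4K2A enzyme (4 ug/mL before mixing) with 1.2 mM PI substrate (pre-mix) and 300 microM ATP (pre-mix). Tris pH7.5 buffer with MgCl2, Triton X-100; 1 h reaction at ambient temperature.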
# An asterisk follows results filed as active; i = inactive; u = inconclusive; x = not tested or not shown; [ ] = remark or other dose. Unless noted, the call rests on the fitted dose curve; in most records, active means well fitted curve in the direction sought with a large enough effect; inconclusive means small, poorly fitted or top-dose-only effect, or another doubt; inactive means no such curve, though single readings can be large; an effect the other way counts as inactive or inconclusive. This is a subset, so the mix of outcomes need not match the whole.
SMILES,USP1-UAF1 inh,TrxR1 substrate,mIDH1 inhibitor,HP1b chromo inh,TrxR1 inh,GLS inhibitor,Tb PGK inh,Pin1 inh,PI4K2A block
Cc1noc(C)c1COc1cccc(C(=O)Nc2ccc(Br)cc2F)c1,-4%,-9%,7%,32%,-7%,4%,0%,16%,-1
CCCOc1nc2c(c(=O)n(C)c(=O)n2C)n1Cc1cccc2ccccc12,-12%,-12%,1%,31%,8%,-1%,x,5%,0
CC(C)NC(=O)c1ccc(-c2cc(C(F)(F)F)ccc2Cl)o1,-7%,6%,2%,22%,24%,1%,-10%,-3%,-5
O=C1C2CCCN2C(c2ccc(F)cc2)N1c1ccc(Cl)cc1 (configuration not stated),-11%,8%[57.1 µM],-9%,55%[activator],4%[57.1 µM],0%,2%,4%,3
CCCc1cc(=O)n2[nH]c(SCc3ccc(Cl)cc3)nc2n1,-18%,17%,14%,57%[activator],47%[activator],2%,-7%,-6%,-10
COc1ccc(N2CCN(C(=O)Cn3cnc4nc5c(cc4c3=O)CCCC5)CC2)cc1,-24%,3%[57.1 µM],-5%,20%[57 µM],14%[57.1 µM],47%[activator],-10%,3%,1
Cc1ccc(NC(=O)CCS(=O)(=O)c2ccc(Br)cc2)nc1,-1%,-2%,0%,3%,u,u,1%,-7%,1
CCC(c1nnc(SCC(=O)NCCc2ccc(OC)c(OC)c2)n1Cc1ccccc1)N(C)C (configuration not stated),-7%,-17%,-5%,30%,-29%,7%,2%,-14%,-3
[O-][N+]1=c2ccc(Nc3ccccc3)cc2=NC12CCCCC2,u,-12%,3%,u,-14%,15%,-19%,0%,-10
O=C(Nc1ccc(F)cc1)c1ccc(CN2CC(=O)N3CCCCC3C2=O)cc1 (configuration not stated),-13%,-7%,8%,7%,6%,-4%,0%,-10%,1
COc1ccccc1CNC(=O)C(C)n1nc(C)n2c(cc3occc32)c1=O (configuration not stated),-18%,1%,0%,3%,2%,6%,-6%,-1%,-2
COCC(C)n1c(C)cc(C(=O)CSc2nnc(Nc3ccccc3F)s2)c1C (configuration not stated),-4%,-15%,8%,-36%,-12%,11%,-9%,-11%,-7
COc1ccc(N(CC(=O)Nc2ccccc2OC)S(=O)(=O)c2ccc(NC(C)=O)cc2)cc1,0%,-5%[57.1 µM],0%,5%,17%[57.1 µM],-1%,-1%,-5%,-2
CCCCN(Cc1cc2cc(OC)ccc2[nH]c1=O)S(=O)(=O)c1ccc(C)cc1,-15%,5%[57.1 µM],7%,58%[activator],13%[57.1 µM],-7%,-2%,16%,2
Cc1nccn1Cc1cccc2ccccc12,-21%,-4%,5%,8%,-4%,4%,i,-1%,2
CCCCCOc1ccc(C(O)C(CN2CCOCC2)c2ccccc2)cc1 (configuration not stated),-33%,-5%,3%,28%,2%,13%,-5%,2%,2
COc1cc(C2c3c(oc4ccccc4c3=O)C(=O)N2Cc2ccccc2Cl)ccc1O (configuration not stated),4%,1%,-5%,32%,35%,1%,-9%,-2%,0
Cn1cccc1CC(=O)N/N=C/c1ccc(C(C)(C)C)cc1,-12%,11%[57.1 µM],0%,-25%,34%[57.1 µM],6%,-1%,7%,-4
Cc1ncoc1C(=O)NC1CC(C)(C)Cc2c1cnn2-c1ccc(F)cc1 (configuration not stated),-18%,1%,0%,27%,18%,-5%,-2%,-2%,-4
Cc1c(NC(=O)CN2CCN(C(c3ccccc3)c3ccccc3)CC2)c(=O)n(-c2ccccc2)n1C,0%,2%,2%,10%,6%,-2%,3%,9%,8
CCC(=O)c1cn(CC(=O)Nc2ccc(OC)cc2)c2ccccc12,-14%,2%,-3%,5%,11%,-5%,i,4%,-2
O=C(CNC(=O)c1ccc(Cl)cc1)OCn1nnc2ccccc2c1=O,-17%,0%,8%,11%,12%,4%,-10%,-7%,1
CC(=O)Nc1ccccc1C(F)(F)F,4%,5%,-5%,47%[activator],11%[57.1 µM],4%,-6%,-1%,1
Cn1c(=O)c2cc(S(=O)(=O)NC(C(=O)N3CCCCCC3)c3ccccc3)ccc2n(C)c1=O (configuration not stated),u,8%,12%,77%[activator],26%,1%,i,-2%,-5
O=[N+]([O-])c1cccc(-c2nnn(C34CC5CC(CC(C5)C3)C4)n2)c1,-1%,-18%,-4%,-7%,18%[57.1 µM],-1%,-12%,-14%,-3
O=C(CCNC(=O)c1ccc(Br)cc1)Nc1cccc(S(=O)(=O)N2CCCCCC2)c1,-21%,-10%,0%,3%,0%,3%,i,10%,-3
CCCCOC(=O)CSc1nnc(-c2ccc(Cl)cc2Cl)o1,-18%,-8%,5%,357%[activator],-1%,-2%,-18%,0%,1
S=C(N/N=C/c1ccc2ncccc2c1)Nc1cccnc1,-25%,-6%,10%,34%,-6%,18%,4%,2%,6
O=C(c1ccc(CS(=O)(=O)c2cccc(C(F)(F)F)c2)o1)N1CCN(c2ccccn2)CC1,-15%,-13%,1%,41%[activator],-24%,0%,-6%,-2%,-1
COc1ncnc(OC)c1S(=O)(=O)Nc1ccc(C(F)(F)F)cc1,-22%,3%,-3%,29%,19%,-4%,x,4%,-2
CCOCCCNC(=S)N(CCN(C)C)Cc1cc2cc3c(cc2[nH]c1=O)OCCO3,-5%,38%[activator],-3%,44%[activator],45%[11.4 µM],7%,-6%,6%,-5
CC(=O)OCC(=O)C1(O)CCC2C3CCC4C(OC(C)=O)C(=O)CCC4(C)C3C(=O)CC21C (configuration not stated),-20%,-5%,4%,23%,-3%,1%,-8%,0%,-8
O=C(COC(=O)c1cc(=O)[nH]c2ccccc12)Nc1nc(-c2cccc(Br)c2)cs1,-19%,12%[57.1 µM],0%,-2%,9%[57.1 µM],2%,i,27%,-2
COc1ccc(NC(=O)C2CCCN(C(=O)c3ccc(Cl)cc3)C2)cc1S(=O)(=O)N(C)C (configuration not stated),-14%,-2%,-7%,46%[activator],29%,0%,-2%,-3%,0
COc1cccc(NC(=O)C2CC(=O)N=C(N)S2)c1 (configuration not stated),-9%,-4%,3%,-12%,-7%,-2%,-3%,0%,2
CN1C(=O)/C(=C/c2ccccc2F)Sc2ccc(C(=O)N3CCCC3)cc21,-9%,-6%,-15%,23%,-1%,5%,-2%,-9%,-4
O=C(COc1ccc(Cl)cc1Cl)NC1CC1,-31%,x,1%,x,x,0%,i,x,-1
CC(=O)Nc1cc2c(cc1NC(=O)c1cnccn1)OCCO2,-4%,-1%,2%,43%,7%[57.1 µM],3%,-1%,-5%,-6
N#Cc1c(SCC(=O)Nc2nc3ccccc3s2)sc2c(O)cc(=O)[nH]c12,-16%,-6%,7%,u,-18%,3%,-27%,u,-11
C=CCOC(=O)C(=O)/C=C/c1csc2ccccc12,-8%,5%,0%,-26%,u,11%,-1%,9%,12
COc1ccc(CN(C)CC(=O)NC(=O)NC2CCCCC2)cc1,-22%,4%,4%,39%[activator],24%,2%,-7%,-8%,-3
CC1CCCC(NC(=O)c2n[nH]c(=O)c3ccccc23)C1C (configuration not stated),-19%,-6%,3%,37%,3%,0%,-2%,19%,-13
COc1ccc(N(C(=O)c2ccn[nH]2)C(C(=O)NC(C)(C)C)c2ccc(F)cc2)cc1 (configuration not stated),-7%,6%[57.1 µM],14%,20%,0%[57.1 µM],0%,-1%,0%,0
COc1ccc(N2CCN(CCCNC(=O)CC3Oc4ccc(C)cc4NC3=O)CC2)cc1 (configuration not stated),-3%,-1%,-8%,-9%,18%,33%[activator],-2%,-4%,-2
O=C(OCC(=O)N1CCC(Cc2ccccc2)CC1)c1cc(Br)ccc1O,-19%,9%,-13%,54%[activator],18%,3%,-3%,-1%,0
COc1cccc(NC(=O)c2ccc3[nH]c(C)cc(=O)c3c2)c1,-11%,-2%,23%,53%[activator],8%,-8%,i,-2%,2
CC(=O)N1c2ccccc2C2CCCC[C@H]21 (some centres not stated),-11%,-4%,12%,29%,10%,-1%,i,-17%,3
COc1ccc(NC(=O)c2[nH]c(C)c(C(C)=O)c2C)cc1,-7%,-10%[57.1 µM],8%,12%,26%[57.1 µM],-2%,i,0%,0

# Whole records, quoted from the list. Order of values: USP1-UAF1 inh, TrxR1 substrate, mIDH1 inhibitor, HP1b chromo inh, TrxR1 inh, GLS inhibitor, Tb PGK inh, Pin1 inh, PI4K2A block
# `O=C(COC(=O)c1cc(=O)[nH]c2ccccc12)Nc1nc(-c2cccc(Br)c2)cs1` reads -19%, 12%[57.1 µM], 0%, -2%, 9%[57.1 µM], 2%, i, 27%, -2
# `CCCCCOc1ccc(C(O)C(CN2CCOCC2)c2ccccc2)cc1` (configuration not stated) reads -33%, -5%, 3%, 28%, 2%, 13%, -5%, 2%, 2
